Screens: PubChem, several laboratories
Cardio protect: modulators protecting cardiomyocytes from myocardial damage; protection from H2O2 cell death, % at 20 µM; hit rate 0.63% among 360,000; H9c2 cardiomyocytes, H2O2 injury protection, ATPLite, 2 h;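 active means compounds giving at least 50% protection of heart cells from peroxide-induced death in the single-dose screen, raw or plate-pattern-corrected value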;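 further: 0% = DMSO wells with peroxide and 100% = DMSO wells without peroxide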
PDI turbidity: PDI (human) enzyme inhibition; P07237; PDI insulin aggregation turbidity, A650, 90 min; inhibition, % at 10 µM; hit rate 0.052% among 350,000;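 active means mean inhibition across replicates of 30% or more, whatever share of single replicates reach that level; inconclusive means mean inhibition below 30% while every single replicate reaches 30%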;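 further: absorbance from insulin aggregation driven by PDI reduction with DTT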
Target sequence (P07237 whole entry, looked up): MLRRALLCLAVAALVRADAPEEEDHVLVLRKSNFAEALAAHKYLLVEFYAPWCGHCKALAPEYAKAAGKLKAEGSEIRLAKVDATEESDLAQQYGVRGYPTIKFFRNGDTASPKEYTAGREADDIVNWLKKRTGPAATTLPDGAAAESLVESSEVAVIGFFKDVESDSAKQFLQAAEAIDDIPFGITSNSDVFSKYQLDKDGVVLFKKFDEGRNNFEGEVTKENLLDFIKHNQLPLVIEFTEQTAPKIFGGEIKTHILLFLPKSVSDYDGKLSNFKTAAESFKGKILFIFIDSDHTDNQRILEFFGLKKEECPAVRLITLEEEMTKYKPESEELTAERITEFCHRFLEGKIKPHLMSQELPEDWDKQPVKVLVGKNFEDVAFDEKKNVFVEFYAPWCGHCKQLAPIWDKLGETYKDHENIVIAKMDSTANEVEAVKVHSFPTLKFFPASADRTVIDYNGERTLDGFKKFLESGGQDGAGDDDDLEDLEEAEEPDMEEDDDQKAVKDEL
iPSC survival up: hiPSC single-cell survival enhancement; survival enhancement, % at 20 µM; hit rate 0.044% among 360,000; ATPlite luminescence; 100% = ROCK inhibitor wells, 0% = DMSO; in the data active means survival enhancement above about 18%;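 further: cells exposed to compounds for 16 hours before the ATP read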
CaV13 FRET inh: Disruptors of the CACNA1D IQ motif to Ca2+-dependent inactivation inhibitor domain association, primary screening, Förster resonance energy transfer in intact living …. hit rate 0.098% among 340,000. inhibition, % at 12.3 µM. HEK cells, CFP/YFP FRET ICDI-IQ, plate reader, 10 min; percent FRET-ratio fall versus neutral wells;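 active means mean replicate inhibition of at least 30% and at least 1% of replicates passing that level; inconclusive means only one of the two criteria is met; inactive means neither criterion is met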;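 further: 0% = median of the neutral control wells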
HTR2A ag: mouse HTR2A agonism via beta-arrestin recruitment. hit rate 0.66% among 360,000. AID 624169. P35363. activation, % at 7.6 µM. CHO-K1 mHTR2A beta-arrestin complementation, luminescence; percent of 30 µM serotonin response;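 active means activation above a run cutoff, the mean activation of all tested compounds plus 3 SD, cut at about 14% in these data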;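 further: 0% = plate median of compound wells and 100% = 30 µM serotonin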
Target sequence (P35363 whole entry, looked up): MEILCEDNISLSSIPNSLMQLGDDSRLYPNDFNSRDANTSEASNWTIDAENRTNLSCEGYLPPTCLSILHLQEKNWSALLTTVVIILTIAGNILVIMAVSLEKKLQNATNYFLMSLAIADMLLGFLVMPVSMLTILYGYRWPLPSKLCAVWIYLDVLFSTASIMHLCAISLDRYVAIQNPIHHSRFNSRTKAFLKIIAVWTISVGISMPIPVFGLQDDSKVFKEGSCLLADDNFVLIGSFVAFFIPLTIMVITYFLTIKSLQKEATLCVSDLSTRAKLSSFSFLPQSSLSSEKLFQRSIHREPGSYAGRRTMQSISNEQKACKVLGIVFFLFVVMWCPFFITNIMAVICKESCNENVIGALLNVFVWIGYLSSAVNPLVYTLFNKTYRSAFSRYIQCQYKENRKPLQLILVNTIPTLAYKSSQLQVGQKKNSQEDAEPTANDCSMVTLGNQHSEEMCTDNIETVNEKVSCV
N-glyco inh: blocks N-linked glycosylation in D54 reporter cells; hit rate 0.23% among 360,000; D54 ERlucT glycosylation luciferase reporter, 24 h; percent of 100 nM tunicamycin response; AID 588692; reporter increase, % at 12.5 µM;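 active means mean luciferase reporter signal, scaled so untreated is 0 and the glycosylation-blocking control 100, at or above a set limit in every replicate; inconclusive means mean reaches the limit but not every replicate does; inactive means mean below the limit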;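 further: luciferase carries N-glycosylation sites so blocking glycosylation raises the light; 0% = median of neutral control wells and 100% = median of 100 nM tunicamycin wells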
ABCB6 inh MLPCN: blocks the human ABCB6 transporter; Q9NP58; K562-ABCB6 porphyrin accumulation, flow cytometry, 1 h; stronger effect = lower value; fluorescence ratio to DMSO, % at 10 µM; hit rate 0.19% among 360,000; AID 602162;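 active means fluorescence ratio to DMSO below 75%, the collection mean minus 3 SD; inconclusive means too few cells collected in the well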;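 further: signal is porphyrin accumulated inside mitochondria; 100% equals median channel fluorescence of DMSO control wells; lower ratio means ABCB6 inhibition with less porphyrin fluorescence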
Granule exo inh: blocks lytic granule exocytosis; TALL-104 LAMP-1 surface exposure, flow cytometry; cells stimulated with thapsigargin and PMA; AID 651702; inhibition, % at 10 µM; hit rate 0.66% among 360,000;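 active means inhibition above about 55%, limit read from the data; inconclusive means no clear call, values can overlap the other calls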
aDG glyco up: alpha-DG glycosylation activation; Pro5-aDG cells, alpha-DG glycosylation AlphaScreen (IIH6); 0% Pro5, 100% B10-LARGE cell signal; activation, % at 10 µM; hit rate 0.22% among 360,000; AID 624168;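 active means activation of at least 8% versus controls, or a plate z-score of at least 8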;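 further: Pro5 are CHO cells carrying HIG-tagged alpha-DG that lacks glycosylation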
Vif imaging: HIV Vif inhibition; HEK293T cells, Vif self-association by quenched fluorescence, imaging, 24 h; AID 602346; inhibition, % at 7.49 µM; hit rate 0.35% among 340,000; in the data active means inhibition above about 50%, passing the limit was not always enough; inconclusive means no clear call, values can overlap the other calls; inactive means below about 31%; further: some results filed as inactive read as strong as hits
* = called active by the depositor; ? = inconclusive; nt = no result given.

structure	Cardio protect	PDI turbidity	iPSC survival up	CaV13 FRET inh	HTR2A ag	N-glyco inh	ABCB6 inh MLPCN	Granule exo inh	aDG glyco up	Vif imaging
O=C1CSC(c2cccc(F)c2)N1c1ccccc1 (stereo not given)	6	8	2.1	-20	-2	-1	100	-4	-0.1	-9
CS(=O)(=O)NCCSc1nnnn1-c1ccccc1	-3	-2	-1.1	-2	2	0	98	3	-0.2	4
Cc1cc(C)nc(NC(=O)/C=C/c2cccs2)c1	-5	0	-0.6	-8	-5	-2	105	4	0.2	-5
COc1cccc(/C=C/C(=O)Nc2cc(S(=O)(=O)N3CCOCC3)ccc2OC)c1	2	-4	-0.5	-7	12	0	100	0	-0.3	-19
N#CC(c1ccccc1O)N1N=C(c2ccccc2)CC1c1ccccc1 (stereo not given)	-10	-1	-0.8	-3	1	3	100	-2	-0.1	-2
Cc1ccc(C)c(NC(=O)CN(C)C(=O)c2ccc(-n3cncn3)c([N+](=O)[O-])c2)c1	-6	11	-0.4	-5	3	3	99	-10	-0.4	-1
Cc1cccc(C(=O)NC(NCCc2ccccc2)C(Cl)(Cl)Cl)c1 (stereo not given)	-6	-2	3.9	-4	-1	-12	96	24	-0.1	nt
COc1ccc(CC(=O)OCC(=O)c2ccc(S(=O)(=O)N3CCCCC3)cc2)cc1	-12	1	0.1	-16	7	0	95	-6	-0.1	4
CCC(CC)C(=O)Nc1cccc(C(=O)Nc2ccc3c(c2)OCO3)c1	6	-6	0.0	-9	-1	-2	100	-2	0.2	-3
O=C(CC1NCCNC1=O)Nc1cccc([N+](=O)[O-])c1 (stereo not given)	1	1	1.1	3	3	-1	98	0	-0.3	2
CN(Cc1ccccc1)S(=O)(=O)c1ccc(C(=O)Nc2nnc(C3CC3)o2)cc1	34	2	-1.4	nt	11	0	95	2	0.3	nt
Cc1cc(C)cc(NC(=S)N2CCC(C(=O)c3ccc(F)cc3)CC2)c1	4	0	-0.5	-2	-1	0	104	-3	0.0	4
O=C(N1CCOCC1)C(F)(F)C(=O)N1CCOCC1	3	-12	0.6	1	-19	1	96	0	-0.3	15
CCOC(=O)c1sc2nc(CSc3ccccc3)nc(N3CCC(C(N)=O)CC3)c2c1C	22	22	-3.0	0	-5	-6	97	6	-0.5	-5
CC1(C)CC(=O)C(C=Nc2ccc(O)cc2)=C(O)C1	3	11	-0.8	-8	0	2	95	1	0.1	-9
CC(NCC(=O)Nc1cc(S(=O)(=O)N2CCCCCC2)ccc1Cl)c1ccccc1 (stereo not given)	-19	2	2.5	0	-4	-12	77	6	0.7	-21
CC(=O)Nc1cc(C)nn1-c1nc(C)cc(C)n1	6	-2	-0.5	-2	-1	1	98	-1	1.3	4
Cc1nc(C(=O)N2CCCC(C(=O)c3cccc(OC(C)C)c3)C2)cs1 (stereo not given)	-3	0	-0.1	-6	0	0	95	27	1.4	0
O=C1CC(Sc2cccs2)C(=O)N1c1ccccc1 (stereo not given)	6	-1	-0.5	-20	1	2	95	45	0.0	5
CC(CO)N1CCS(=O)(=O)CC1 (stereo not given)	9	-6	1.4	1	-2	1	91	1	-0.2	2
O=C1c2ccccc2[C@@H]2C[C@@H](O)[C@H](Nc3ccccc3Cl)CCN12	5	10	-1.2	-7	6	-1	98	-1	0.0	-2
Cc1nn(CCCC(=O)NCCc2ccccc2)c(=O)c2nccn12	0	nt	5.6	-7	-2	-1	97	4	-0.1	0
COc1ccc(-c2nnc(SCC(=O)NC(C)C)n2CC2CCCO2)cc1OC (stereo not given)	4	4	1.9	-4	3	1	89	-6	0.2	18
COc1ccc(CCN2C(=O)COc3ccccc3C2C(=O)NC(C)(C)C)cc1OC (stereo not given)	nt	nt	-0.1	-3	4	nt	104	-3	0.6	nt
c1ccc(-c2ccncc2)nc1	-2	2	0.5	-8	7	3	97	15	0.1	1
COc1ccc(NC(=O)CC23CC4CC(C2)CC(n2nnc(C)n2)(C4)C3)cc1	2	-2	-0.5	-3	-5	1	96	-1	-0.1	4
O=S(=O)([N-]c1nc2ccccc2nc1-n1cc[n+](Cc2ccccc2)c1)c1ccc(Br)cc1	-4	-3	1.1	-20	-1	48*	103	-2	0.0	-2
C[C@H](O)C#Cc1cnc2c(c1)C(=O)N([C@H](C)CO)C[C@@H](C)[C@H](CN(C)C(=O)Nc1ccc(C(F)(F)F)cc1)O2	-8	1	9.0	-11	0	3	99	-2	0.2	10
COc1ccc(C2(C)C(C#N)C(=O)NC(=O)C2C#N)cc1 (stereo not given)	-5	-8	-0.1	-11	2	1	95	-1	0.2	-7
Cc1ccc2c(c1)/C(=C/c1ccccc1C)C(=O)N2	-7	-8	-0.6	-19	9	1	93	-6	0.3	24
Cc1cc(N)n(-c2nc3ccccc3s2)n1	-21	4	-1.6	-5	-1	-2	101	0	0.0	-6
Cc1nnc(NCCc2ccccc2)[nH]c1=O	3	12	-2.5	-5	1	0	95	-5	-0.1	-17
O=C(O)c1ccccc1C(=O)NC1Cc2ccccc2C1	1	2	-0.6	-20	1	2	98	-4	-0.1	-3
CC(Cc1ccccn1)NC(=O)c1ccc(OC2CCN(CCc3ccccc3)CC2)cc1 (stereo not given)	1	-1	-0.4	-6	-15	-2	88	5	0.4	nt
CCN1C(=O)/C(=C/c2cccs2)S/C1=N\S(=O)(=O)c1ccc(C)cc1	-1	7	-0.2	-5	-3	-3	96	-1	0.2	0
O=C(Nc1c(-c2ccccc2)[nH][nH]c1=O)c1cccs1	nt	nt	nt	-7	-7	nt	nt	-10	-0.2	nt
Cc1c(C(=O)OCC(=O)N(CCC#N)c2ccccc2)oc2c1ccc1ccccc12	-2	-5	-1.0	-5	3	1	94	-2	1.2	-5
COC(=O)c1cccc(NC(=O)c2cccc(N3C(=O)CCC3=O)c2)c1	8	12	-0.5	-5	-1	2	97	-3	-0.1	27
Nc1nc(N)c2ncc(C(=O)CCc3ccccc3)nc2n1	14	5	1.6	-5	-3	2	104	-2	-0.1	4
CCCCn1ccnc1C(=O)c1ccc(S(=O)(=O)N2CCCC2)cc1	-2	-5	0.1	3	2	-1	91	-2	0.4	-6
CCC(CC)NC(=O)Nc1ccc(C)cc1	1	0	-0.2	-5	7	1	105	-2	-0.2	-3
NC(=O)CC(NC(=O)c1ccccc1)c1ccc(NC2CCCC2)c([N+](=O)[O-])c1 (stereo not given)	-8	4	-0.5	-11	-4	3	95	6	-0.7	-13
Cc1cc(C)cc(N(CC(=O)NCc2ccco2)C(=O)c2snc(C(N)=O)c2N)c1	13	-1	0.5	-9	3	-1	95	1	0.1	2
CN(c1ccccc1)c1ncnc2c1ncn2C	0	15	3.0	-13	-1	1	100	-2	-0.1	3
COc1cccc(C2c3[nH]c4ccccc4c3CCN2Cc2cnn(C)c2)c1 (stereo not given)	-4	6	0.0	13	-4	-1	87	-2	0.0	4
CCCn1c(SCC(=O)Nc2nc3c(s2)CCCC3)nc2c1c(=O)n(C)c(=O)n2C	-14	-1	2.2	-4	0	-7	96	2	2.0	-1
COc1ccccc1N(CC(O)COc1ccc(C)cc1)S(=O)(=O)c1ccccc1 (stereo not given)	-9	5	-1.1	-7	-1	-3	97	-3	0.4	nt
C=CCn1c(SCC(=O)NCc2ccco2)nc2ccccc2c1=O	9	3	-0.5	-4	1	1	100	1	-0.1	0
Cc1cccc(CC(=O)N2CCOCC2)c1	3	12	-0.1	-4	2	0	97	-10	0.1	12
CN1CCC(N(C)C(=O)c2ccc(Cl)c(S(=O)(=O)N3CCCCC3)c2)CC1	4	-4	-1.2	-2	4	-2	97	1	-0.1	7

Following part
structure	Cardio protect	PDI turbidity	iPSC survival up	CaV13 FRET inh	HTR2A ag	N-glyco inh	ABCB6 inh MLPCN	Granule exo inh	aDG glyco up	Vif imaging
COc1cccc(NC(=O)CN(C)C(=O)C2CCN(C(=O)c3ccccc3C)CC2)c1	0	-2	-0.4	-3	-4	-1	84	5	0.2	3
CNS(=O)(=O)c1ccc(C(=O)NCC(=O)NCCc2ccc3c(c2)OCCO3)cc1	-2	5	-0.6	-2	-1	2	92	-7	-0.1	-2
COc1ccc(NS(=O)(=O)c2c(F)cccc2F)cc1S(=O)(=O)N1CCOCC1	1	-4	-0.4	-2	-1	0	93	10	-0.1	-9
Cc1ccc(NC(=O)c2c(-c3ccccc3Cl)noc2C)nc1	2	-2	0.3	-5	-5	1	97	12	0.0	-4
CCC(C)NC(=O)C1CCN(S(=O)(=O)c2ccc(OC)cc2)CC1 (stereo not given)	1	6	-0.3	-3	7	-1	95	0	-0.2	3
COc1ccc(Cl)cc1/C=C(\C#N)C(N)=O	-1	0	-0.1	-4	0	8	92	4	-0.3	48
CC(OC(=O)c1nc(Cl)ccc1Cl)C(=O)NC1CCCCC1C (stereo not given)	-2	22	1.3	-6	2	0	91	18	0.1	17
CC(=O)Nc1ccc(S(=O)(=O)Nc2nccc(C3Cc4ccccc4C(=O)O3)n2)cc1 (stereo not given)	-1	-8	-1.1	-7	-3	4	92	8	-0.2	nt
CN(C)c1cccc(-c2nnc(SCCCC#N)o2)c1	-16	4	-3.6	nt	-2	-9	97	-1	0.2	8
COc1ccc(NC(=O)COC(=O)C(CC(C)C)N2C(=O)C3CC=CCC3C2=O)cc1Cl (stereo not given)	6	1	0.9	-5	2	2	98	-1	-0.1	-7
c1ccc(OCCCN2CCCC2)cc1	2	9	2.3	-9	-1	0	96	4	0.1	-1
Oc1ccccc1C(=S)N1CCCCC1	-12	2	0.1	-8	-2	2	99	-1	0.3	-14
CCCCn1cnc2c(SCc3ccc(Cl)cc3)nc(N)nc21	-4	3	-0.3	-13	-6	-1	93	-2	0.5	-3
OCCN1CCOCCOc2ccccc2OCCOCC1	3	-1	-0.4	-3	0	-5	99	-3	-0.1	-1
CCOc1ccc(NC(=O)C(=O)NCCN2CCN(S(=O)(=O)c3ccc(C)cc3)CC2)cc1	-3	2	0.7	-7	0	?	96	3	-0.1	-7
COc1ccc(OC)c(NC(=O)CN(C)CCOc2ccc(Br)cc2)c1	-11	-6	0.1	-7	-13	-1	96	94*	-0.1	-1
CCOC(=O)c1c(/N=C/c2cc(OC)cc([N+](=O)[O-])c2O)sc(C)c1C	-3	-9	2.5	-5	2	-4	121	6	-0.1	8
Cc1nc(S(=O)(=O)c2ccc(Cl)cc2)c(N(C)C)o1	1	-4	0.0	-13	5	0	97	-2	-0.2	3
Cc1ccn2c(=O)nc(SCC(=O)NCCc3ccccc3)nc2c1	-1	10	-0.4	-2	2	0	100	-4	0.3	2
CC(C)CCN(C(=S)NC(=O)C1CCCCC1)c1c(N)n(Cc2ccccc2)c(=O)[nH]c1=O	5	6	0.1	0	0	-1	99	-4	0.4	-14
COc1ccc(NC(=O)c2cc(-c3ccncc3)nc3ccc(Br)cc23)cc1OC	-5	-5	-0.1	-7	-10	1	98	3	-0.7	-7
Cc1ccc(N/N=C/c2ccncc2)cc1	-5	-9	-0.5	-4	-4	0	91	-1	0.1	1
